Bioassay records as filed in PubChem.
XiGFP reactiv = reactivates the inactive X chromosome in mouse fibroblasts; 360,000 tested, 0.055% active; activation, % at 7.58 µM; AID 743238; XiGFP mouse fibroblasts, % GFP-positive cells imaging, 3 d; cells co-treated with 5-aza-dC sensitizer; scaled so ellipticine positive control = 100%;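 active = mean normalized replicate activation at least 10% and every replicate at or above 10%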;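 note: 0% = median of on-plate neutral control wells and 100% = ellipticine 6 µM median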
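Assay system: SV40-immortalized XiGFP fibroblast cells, line 68-5-11; buffer or medium: DMEM plus 5-aza-dC sensitizer; compound: one concentration, pinned; timing: compounds 3 days, fix/stain 15 min at room temperature; benchmarks: positive control ellipticine, 6 µM final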
INS-1E GSIS act = primary screen for activators of insulin secretion dependent on glucose, INS-1E cells, GLuc reporter luminescence. INS-1E GLuc reporter insulin secretion, 2-3 h. activation, % at 16.6 µM. 370,000 tested, 0.61% active;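 active = lowest replicate activation of at least 40%, so every replicate reaches that level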;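 note: 0% = median of neutral control wells and 100% = median of IBMX positive control wells; some compounds called inactive have numbers as strong as hits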
F508del corr = CFTR F508del correction in bronchial cells | CFBE cells, YFP halide quenching; stimulated with forskolin plus potentiator P3; % fluorescence drop versus neutral controls | activity (quench increase), % at 7.58 µM | 350,000 tested, 0.36% active | AID 720511;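 active = mean added fluorescence quench of at least 8% versus neutral control, with both replicates also reaching 8%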;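 note: cells transiently co-express mutant CFTR-F508del with the halide-sensitive YFP; corrector assay measuring rescue of mutant channel to the surface after 24 h compound exposure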
RAD54 branch = blocks human RAD54 Holliday junction branch migration | Q92698 | inhibition, % at 10.4 µM | 360,000 tested, 0.14% active | FAM/BHQ fluorescence | AID 602329;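 active = mean normalized replicate activity at least 40 and at least half of replicates scoring 40 or more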;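 note: 0% = median of neutral control wells and 100% = median of positive control wells; inhibitors cause a drop in the FAM fluorescence signal; in these data hits start at about 50%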
Target sequence (Q92698 whole entry, looked up): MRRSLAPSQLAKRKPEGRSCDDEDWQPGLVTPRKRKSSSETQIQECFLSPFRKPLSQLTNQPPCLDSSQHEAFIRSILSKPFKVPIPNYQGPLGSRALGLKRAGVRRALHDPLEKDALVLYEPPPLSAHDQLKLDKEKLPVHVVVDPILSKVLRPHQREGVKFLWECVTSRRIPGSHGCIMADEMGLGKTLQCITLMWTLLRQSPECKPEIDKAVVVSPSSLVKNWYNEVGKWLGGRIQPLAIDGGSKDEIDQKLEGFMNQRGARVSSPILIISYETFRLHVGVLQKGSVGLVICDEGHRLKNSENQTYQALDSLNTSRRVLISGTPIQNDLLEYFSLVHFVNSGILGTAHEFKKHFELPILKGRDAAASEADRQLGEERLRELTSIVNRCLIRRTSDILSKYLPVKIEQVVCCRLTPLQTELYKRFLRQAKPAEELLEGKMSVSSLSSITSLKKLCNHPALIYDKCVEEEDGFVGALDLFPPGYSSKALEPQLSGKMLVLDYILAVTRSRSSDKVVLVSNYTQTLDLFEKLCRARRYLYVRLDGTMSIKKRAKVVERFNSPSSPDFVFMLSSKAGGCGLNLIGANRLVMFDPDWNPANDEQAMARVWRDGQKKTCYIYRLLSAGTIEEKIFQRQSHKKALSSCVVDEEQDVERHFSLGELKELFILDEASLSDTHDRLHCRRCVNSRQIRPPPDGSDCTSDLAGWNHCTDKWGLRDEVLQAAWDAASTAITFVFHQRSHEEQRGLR
RAD52 inh = inhibitors of human RAD52 DNA annealing. AID 651710. recombinant RAD52 DNA annealing, FRET fluorescence. inhibition, % at 18.7 µM. P43351. 360,000 tested, 0.46% active;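 active = every replicate showing at least 50% inhibition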
ARNT-TACC3 inh = disrupts binding between human ARNT and TACC3 | inhibition, % at 9.99 µM | Q9Y6A5 | 390,000 tested, 0.66% active | AlphaScreen His-ARNT PAS-B/GST-TACC3 binding, luminescence; TACC3 fragment carries E629A point mutation | AID 623870;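 active = mean inhibition of replicates at least 50% and at least half of replicates each reaching 50%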;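 note: 0% = complete ARNT plus TACC3 wells and 100% = ARNT alone without TACC3; many hits fall short of the cut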
esBAF inh = inhibitors of esBAF chromatin remodeling in mouse ES cells; reporter increase, % at 12.5 µM; Bmi1-luciferase knock-in reporter, 24 h; 100% = twice the neutral-well signal; 350,000 tested, 2% active; AID 602393; in the data active = activation above about 40%;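 note: 0% = median of the plate's neutral control wells and 100% = double that signal; a rise in the Bmi1 reporter signal indicates esBAF inhibition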
ERAP1 inh = blocks human ERAP1 aminopeptidase activity; recombinant ERAP1, Leu-AMC fluorescence, 60 min; inhibition, % at 10.7 µM; 340,000 tested, 0.15% active; AID 652197;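 active = mean replicate inhibition of at least 30%, or all replicates individually reaching that 30% level; inactive = mean below 30% and not every replicate reaching it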;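 note: 0% = neutral control wells and 100% = L-leucinethiol positive control wells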
Active calls of the source: *; · = not tested or not shown.

SMILES | XiGFP reactiv | INS-1E GSIS act | F508del corr | RAD54 branch | RAD52 inh | ARNT-TACC3 inh | esBAF inh | ERAP1 inh
C=Cc1ccc(C2=CC(=O)C[C@H](c3ccc(OC)cc3)C2)cc1 | 0.0 | · | 1.0 | 8.0 | -18.1 | 8.5 | 29.0 | -0.5
CCCn1c(SCC(=O)NCc2ccco2)nnc1-c1ccncc1 | 0.0 | 3.6 | 1.4 | · | -3.2 | -10.2 | · | -0.7
C[C@@H]1CN([C@@H](C)CO)C(=O)c2cc(NC(=O)c3ccncc3)ccc2O[C@@H](C)CCCCO[C@@H]1CN(C)C(=O)NC1CCCCC1 | -0.1 | 3.5 | -0.2 | -2.1 | -10.9 | -6.7 | -2.7 | 2.9
CC(NCc1ccncc1)C12CC3CC(CC(C3)C1)C2 (stereo not given) | -0.1 | 9.6 | -1.4 | · | -8.3 | 1.1 | · | 2.0
O=S1(=O)CCO[C@H]2Cc3ccccc3[C@H]2N1Cc1ccc(Cl)cc1 | -0.2 | 7.7 | 0.4 | -8.4 | -8.8 | -1.7 | 1.9 | ·
Cc1ccc(-c2c(C#N)c(N)n(-c3ccc(Cl)cc3)c(=O)c2C#N)cc1 | 0.1 | 5.6 | 3.3 | 6.8 | -4.9 | · | -1.5 | 8.8
COC(CNC(=O)c1ccc2c(=O)n(Cc3ccc4c(c3)OCO4)c(=S)[nH]c2c1)OC | 0.2 | · | 0.9 | -5.2 | 0.2 | -9.8 | 0.5 | -1.4
N#C[C@H]1[C@H](c2ccc(-c3cccnc3)cc2)[C@@H](CO)N1C(=O)C1CCOCC1 | 0.1 | -1.5 | 1.7 | -13.9 | -20.1 | 5.6 | 0.1 | 1.6
CC(=O)N(C)C[C@@H]1Oc2cc(C#Cc3ccccc3)ccc2S(=O)(=O)N([C@@H](C)CO)C[C@H]1C | -1.2 | -33.2 | 1.2 | -2.0 | -25.1 | -0.2 | -3.4 | 0.6
O=C(c1cccc(S(=O)(=O)Nc2ccc(Br)cc2)c1)N1CCCC1 | -0.1 | -8.5 | -1.6 | · | -3.3 | 2.2 | -0.9 | 4.5
O=C(N[C@H]1CC[C@@H](CC(=O)N2CCN(c3ccccc3)CC2)O[C@@H]1CO)c1ccccc1 | 2.0 | 6.7 | -3.1 | -1.4 | 1.2 | -14.0 | -1.6 | -2.5
O=C1OC(c2ccccc2)(N(Nc2ccccc2)c2ccccc2)c2ccccc21 (stereo not given) | 0.0 | -3.6 | 0.6 | -8.1 | -16.6 | · | -5.5 | -1.7
Cc1onc(-c2ccccc2)c1C(=O)Nc1cccc(S(=O)(=O)NC2=NCCC2)c1 | 0.2 | 6.0 | -1.1 | 4.1 | -2.5 | · | -7.3 | -3.2
C[C@@H]1CN([C@@H](C)CO)C(=O)c2cc(NC(=O)CCN3CCOCC3)ccc2O[C@@H]1CN(C)Cc1ccccc1 | 0.0 | 3.0 | 0.0 | -2.8 | -26.8 | 3.2 | -1.8 | 2.0
CSc1ccccc1OCc1cc(C(=O)NCc2csc(C(C)C)n2)no1 | 0.1 | -9.6 | -2.4 | 6.5 | -38.7 | -31.3 | 7.7 | 2.9

Random excerpt: 2 entries already listed.
SMILES | XiGFP reactiv | INS-1E GSIS act | F508del corr | RAD54 branch | RAD52 inh | ARNT-TACC3 inh | esBAF inh | ERAP1 inh
C[C@@H]1CN([C@@H](C)CO)C(=O)c2cc(NC(=O)CCN3CCOCC3)ccc2O[C@@H]1CN(C)Cc1ccccc1 | 0.0 | 3.0 | 0.0 | -2.8 | -26.8 | 3.2 | -1.8 | 2.0
O=C(N[C@H]1CC[C@@H](CC(=O)N2CCN(c3ccccc3)CC2)O[C@@H]1CO)c1ccccc1 | 2.0 | 6.7 | -3.1 | -1.4 | 1.2 | -14.0 | -1.6 | -2.5

Other records
SMILES | XiGFP reactiv | INS-1E GSIS act | F508del corr | RAD54 branch | RAD52 inh | ARNT-TACC3 inh | esBAF inh | ERAP1 inh
O=C(COC(=O)c1cccnc1Cl)c1ccc(F)cc1 | -0.2 | -11.6 | -2.4 | · | 0.4 | 0.5 | · | 0.6
Cc1ccc(S(=O)(=O)N(C)C[C@@H]2Oc3ncc(C#CC4(O)CCCC4)cc3C(=O)N([C@@H](C)CO)C[C@@H]2C)cc1 | 0.1 | 0.2 | -2.1 | 1.7 | -0.5 | -9.3 | -7.1 | 1.8
CC(C)(C)NC(=O)NC(=O)CN1CCN(S(=O)(=O)c2ccccc2)CC1 | 0.1 | -2.4 | -0.7 | 2.4 | -7.2 | 19.6 | · | 0.3
O=C(Nc1ccc(N2CCN(C(=O)c3cccs3)CC2)cc1)c1ccc(Br)o1 | -0.1 | -8.5 | 1.0 | 12.2 | -18.8 | 7.6 | 1.1 | 0.5
CC(=O)c1ccc(Nc2nc(C(N)C3CCCCC3)cs2)cc1 (stereo not given) | 0.1 | · | 3.7 | 5.1 | -31.4 | · | 0.9 | 3.1
CC(C)NC(=O)N(C)C[C@@H]1OCCCC[C@@H](C)Oc2ccc(NC(=O)CCCCCC(=O)Nc3ccccc3N)cc2C(=O)N([C@H](C)CO)C[C@@H]1C | 0.1 | 39.2 | -1.6 | -3.4 | -12.7 | -9.5 | 3.0 | -2.9
Cc1ccc(S(=O)(=O)CC(=O)Nc2ccc(Cl)cn2)cc1 | 0.2 | 1.3 | -2.2 | -13.9 | -12.6 | -4.9 | · | 3.7
CCCNC(=O)[C@@H]1[C@@H](CO)[C@@H]2Cn3c(cccc3=O)[C@H]1N2S(=O)(=O)c1ccccc1F | 0.2 | 5.3 | · | -0.7 | 16.2 | -23.0 | -6.3 | 1.1
CCOc1ccc(C(=O)/C=C/c2cn(CN3CCN(C)CC3)c3ccccc23)cc1 | · | -9.4 | 2.2 | 0.5 | -30.1 | 2.9 | 26.2 | -0.7
C[C@@H](NC(=O)c1nc[nH]c1C(=O)NCC(=O)OCc1ccccc1)c1ccccc1 | 0.1 | -10.5 | -0.9 | 7.7 | -6.3 | 7.1 | 5.8 | 4.6
CCC(=O)N1[C@@H](CO)[C@@H]2c3ccccc3N(C(=O)Nc3ccc(Cl)cc3)C[C@@H]21 | -0.1 | -3.1 | 0.8 | 11.8 | -4.5 | -6.5 | 12.4 | -0.9
O=C(O)CCC(=O)Nc1sc2c(c1C(=O)Nc1ccccc1)CCCCC2 | 0.2 | -1.5 | -1.8 | · | -47.5 | 6.5 | · | 4.8
Cc1ccc(S(=O)(=O)N(C)C[C@@H]2Oc3ccc(NS(=O)(=O)c4cccs4)cc3CC(=O)N([C@@H](C)CO)C[C@H]2C)cc1 | -0.4 | 4.5 | -2.9 | -2.8 | 6.3 | 3.2 | -0.8 | -1.3
O=C(COC(=O)CC1CCCC1)Nc1ccc(Cl)cn1 | 0.0 | -3.4 | -1.7 | -12.6 | -3.3 | 2.3 | 4.8 | -0.5
Cc1ccc(NC(=O)CN(C)C(=O)COC(=O)C2=COCCO2)cc1 | 0.0 | 21.7 | 0.5 | · | -1.6 | -0.8 | · | 0.8
OC(c1ccccc1)c1nc(/C=C/c2ccc(C(F)(F)F)cc2)cs1 (stereo not given) | -0.1 | -13.5 | -0.4 | -5.5 | 0.9 | · | -1.4 | 1.5
CCC(CO)Nc1ccn2nc(-c3cc(OC)c(OC)c(OC)c3)cc2n1 (stereo not given) | 0.0 | -11.3 | 1.0 | -3.8 | -2.3 | · | -5.8 | 3.3
CCOC(=O)c1[nH]c(C(=O)O)c(OC(=O)CC)c1C | 0.2 | -14.6 | -2.6 | 4.5 | -4.5 | 20.9 | -0.3 | 0.8
C[C@H]1O[C@@H](n2cc(F)c(=O)[nH]c2=O)[C@H](O)[C@@H]1O | 0.0 | · | 4.6 | -8.4 | -6.6 | -0.6 | -42.4 | 1.4
O=C(CCNC(=O)c1ccccc1)Nc1nc2ccccc2s1 | -0.1 | 5.3 | 1.6 | -4.8 | -13.9 | 3.9 | 59.5* | 3.3
CCc1nnc(NC(=O)CSc2nnc(-c3ccccc3NC(=O)c3ccccc3)o2)s1 | · | 52.0* | · | -1.6 | · | 19.3 | 5.8 | ·
O=C(CN1CCN(S(=O)(=O)c2ccccc2F)CC1)Nc1ccnn1C1CCCC1 | 0.0 | 19.1 | 2.2 | -3.2 | -21.0 | -3.9 | 1.3 | 2.3
O=C(CCC(=O)NNc1nc2ccccc2c2nc(-c3ccccc3)nn12)NCCCN1CCOCC1 | 0.3 | 13.6 | 0.4 | · | 23.0 | -0.7 | · | -0.1
CCNC(=O)[C@H]1[C@H](CO)[C@H]2Cn3c(ccc(-c4cccc(OC)c4)c3=O)[C@H]2N1S(C)(=O)=O | 0.5 | 12.2 | · | -2.9 | -8.5 | -1.9 | 0.9 | -3.4
O=C(Nc1ccc(Cl)cc1)N1CCN(C(=O)C2CCCO2)CC1 (stereo not given) | 0.0 | 10.3 | -2.9 | -2.2 | -6.3 | -0.2 | -11.5 | 4.2
COc1ccc([N+](=O)[O-])cc1N(CC(=O)NCc1ccco1)S(C)(=O)=O | 0.0 | 13.3 | 1.6 | · | 1.0 | 3.4 | · | -0.8
O=C(N/N=C/c1ccc(Cl)cc1Cl)c1cccc(N2CCCC2=O)c1 | 0.0 | 9.5 | 2.2 | 6.4 | -1.6 | · | 15.1 | 3.2
C=CCNC(=S)N1CCC(C(=O)c2ccc3c(c2)OCCO3)CC1 | 0.4 | -5.3 | -6.0 | · | -19.8 | 1.0 | · | -4.4
O=C1[C@@H]2[C@H](C(=O)N1C[C@@H](COCc1ccccc1)Oc1cccc3c1S(=O)(=O)N(CCc1ccc(F)cc1)C[C@H](COCc1ccccc1)O3)[C@@H]1C=C[C@H]2C1 | 1.1 | 3.7 | 3.0 | · | -4.8 | · | · | 1.6
Nc1nc(Nc2ccccc2)nc(C(F)(F)F)n1 | 0.0 | 12.5 | 5.2 | 7.5 | -1.2 | -4.6 | 8.2 | -1.3
CC(C)(C)c1ccc(C(=O)OCC(=O)NCc2ccco2)cc1 | 0.0 | -21.5 | -2.8 | 5.0 | -7.8 | · | -5.2 | -2.7
Cc1cccc(C)c1NC(=O)CNC(=O)c1ccc2c(c1)OCCO2 | 0.2 | 4.8 | 0.9 | 3.8 | -16.6 | · | -2.6 | 2.1
CC1(C(=O)NCc2ccc3c(c2)OCO3)CCN1C(=O)Cc1cccc2ccccc12 (stereo not given) | 1.1 | · | -1.2 | -9.3 | -3.5 | · | -2.6 | 1.9
CCCNC(=O)N1C[C@@H](C)[C@H](OC)CN(C)C(=O)c2cc(NS(=O)(=O)CC)ccc2OC[C@H]1C | 0.2 | -1.0 | · | -1.4 | 9.4 | -6.3 | -1.7 | 1.1
COc1ccc(CN(C)Cc2c(O)ccc3ccccc23)cc1 | 0.0 | -1.5 | 2.4 | 0.3 | -6.3 | -0.2 | -6.1 | 0.5
C[C@H](CO)N1C[C@H](C)[C@H](CN(C)C)Oc2ncc(C#Cc3cccnc3)cc2C1=O | 0.1 | 25.9 | 0.1 | -0.5 | 8.2 | -0.4 | 2.3 | -2.9
C[C@H]1CCC[C@@]2(O[C@@H](CCO)C[C@H](O)[C@H]2O)O1 | 0.0 | 7.0 | -1.1 | -3.5 | -10.8 | -1.3 | -5.2 | 9.2
COC(=O)C1=NNC2(c3ccc(Cl)cc3)C(=O)N(c3ccc(Cl)cc3)C(=O)C12 (stereo not given) | 0.3 | -24.2 | · | 8.3 | · | 14.6 | · | ·
O=C1[C@H]2[C@@H](c3ccccc3)N[C@]3(CCCN(Cc4ccc(F)cc4)C3=O)[C@H]2C(=O)N1Cc1ccccc1 | 0.2 | -5.4 | 3.6 | 1.6 | 5.6 | · | -8.3 | -3.9
O=C(NCc1ccccn1)[C@@H]1CCCN1C(=O)[C@@H]1CCCN1C(=O)c1ccc(Cl)cc1 | -0.1 | 16.2 | 0.6 | · | -3.4 | · | · | ·
CC(=O)c1ccc(Nc2nc(CN)cs2)cc1 | 1.0 | · | 4.4 | 11.4 | -10.8 | · | -2.5 | -2.3
